Source: PubChem
TAG inh – inhibitors of triacylglycerol accumulation; H9c2 cells, Nile Red lipid (TAG) fluorescence; cells loaded with 200 µM oleic acid; inhibition, % at 12.5 µM; 230,000 tested, 0.66% active;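 active = pattern-corrected inhibition of lipid staining of at least 50% with the nuclear-stain viability signal not falling by more than 50%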;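 note: 0% = DMSO wells and 100% = triacsin C control wells; some results filed as inactive read as strong as hits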
TAG inh DAPI viability – recorded beside TAG inh, whose call it bears; DAPI nuclei signal change (viability), lower = more cytotoxic, %;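 whole-well DAPI fluorescence read on a plate reader as a viability signal; minus 50 percent equals half of cells still viable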
* = called active by the depositor. This is a subset (hit frequency here may not be typical).

SMILES	TAG inh	TAG inh DAPI viability
CCOc1ccc2c(c1)C(=O)c1cc(OCC(=O)O)ccc1-2	-6	7
Cc1ccc(Cn2c(CN3CC(C)OC(C)C3)nc3c2c(=O)n(C)c(=O)n3C)cc1 (configuration not stated)	17	-5
CN(C(=O)c1cccc(Br)c1)C1CCS(=O)(=O)C1 (configuration not stated)	-11	10
CCCS(=O)(=O)N1CCN(C(=O)CCC2CCCC2)CC1	-8	9
Cn1c(Sc2ccc(Cl)cc2)c(C=O)c2ccccc21	-46	-2
COc1ccc(-c2cc(C(F)(F)F)c(C#N)c(SCC(=O)O)n2)cc1	7	-7
O=[N+]([O-])c1ccc(CP(=O)(c2ccccc2)c2ccccc2)cc1	-15	4
Cc1cc(C)n(CCc2nc(-c3cccs3)cs2)n1	-27	19
COc1ccc(NC(=O)N(Cc2cc3cc(OC)c(OC)cc3[nH]c2=O)CC2CCCO2)cc1 (configuration not stated)	11	-6
COC(=O)c1nnn(-c2cccc(Cl)c2)c1C(=O)OC	14	-11
COc1cc(C(=O)OCc2cc(=O)n3ccsc3n2)ccc1OC(C)C	-31	8
COc1ccc(Cn2c(=S)[nH]c3ccccc32)cc1	-15	79
CC(=O)c1cccc(NC(=O)c2cccc3c(-c4cccc(C(N)=O)c4)coc23)c1	8	17
Cc1ccc(CNS(=O)(=O)CCNC(=O)c2ccccc2)cc1	-21	4
Cc1ccc(S(=O)(=O)N(C)C)cc1NC(=O)COC(=O)Cc1n[nH]c(=O)c2ccccc12	4	-4

5 structures already listed, ordered by number of heavy atoms, low to high:
SMILES	TAG inh	TAG inh DAPI viability
COC(=O)c1nnn(-c2cccc(Cl)c2)c1C(=O)OC	14	-11
Cc1ccc(CNS(=O)(=O)CCNC(=O)c2ccccc2)cc1	-21	4
COc1cc(C(=O)OCc2cc(=O)n3ccsc3n2)ccc1OC(C)C	-31	8
Cc1ccc(Cn2c(CN3CC(C)OC(C)C3)nc3c2c(=O)n(C)c(=O)n3C)cc1 (configuration not stated)	17	-5
COc1ccc(NC(=O)N(Cc2cc3cc(OC)c(OC)cc3[nH]c2=O)CC2CCCO2)cc1 (configuration not stated)	11	-6

Remaining list, next part.
SMILES	TAG inh	TAG inh DAPI viability
O=C(N/N=C/c1ccc(OC(=O)c2ccccc2Cl)cc1)c1cc(O)cc(O)c1	5	2
COc1ccc(/C=C/C(=O)c2cc(F)ccc2OC(=O)c2ccccc2C)cc1OC	45	-37
CC(=O)Nc1ccc(S(=O)(=O)N2CCC(NC(=O)c3ccco3)CC2)cc1	-13	2
COc1cccc(N2[C@@H](CC(C)=O)c3cc(C(F)(F)F)ccc3S2(=O)=O)c1	-16	-7
Cc1ccc(-c2cccc(OC(=O)c3ccccc3F)c2)cc1	-14	0
CCOC(=O)CNC(=O)CSc1nnc(-c2cccc(OC)c2)n1CC	-1	-1
CC(C)OC(=O)/C(C#N)=C/c1cn(C)c2ccccc12	-3	3
CCOC(=O)CN1C(=O)N[C@@H](c2ccccc2)[C@H](C(C)=O)[C@H]1C	5	0
Nc1nnn(-c2ccccc2)c1-c1ccccc1	-2	-2
CN(C)C(=O)/C(=C\c1ccc(-c2cccc([N+](=O)[O-])c2)o1)NC(=O)c1ccccc1	-3	3
O=C1CCN(C(=O)Nc2ccccc2Cl)N1	4	0
O=C(O)c1ccc2c(c1)C(=O)N(NC(=O)c1ccc(O)cc1)C2=O	10	-17
CCCOC(=O)c1ccc(NC(=O)C(=O)NCCN(CC)CC)cc1	8	0
Cc1ccc(-c2nnc(/C=C/c3ccccc3)o2)cc1	-3	4
COc1ccc(-c2cc3nc4n(c(=O)c3s2)CCCCC4)cc1	-13	31
CC[C@@]1(C(=O)OC)N[C@H](CN(C)C(=O)c2ccc(C(C)(C)C)cc2)[C@@H]2C(=O)N(Cc3ccccc3)C(=O)[C@@H]21	1	-10
Cc1ccnc2nc(C(=O)Nc3nnc(-c4ccc(Cl)cc4)o3)nn12	-11	4
CC(O)c1cc2c(cc1NC(=O)c1cnn3c1NC(c1ccco1)CC3C(F)(F)F)OCO2 (configuration not stated)	-4	7
N[C@@H](Cc1ccccc1)C(=O)N1CCOCC1	-8	1
Clc1ccc(-c2n[nH]c3c2CCC3)cc1Cl	-21	0
CC(C)NC(=O)Nc1ccc2c(c1)C(=O)N([C@H](C)CO)C[C@H](C)[C@@H](CN(C)Cc1ccc(C(F)(F)F)cc1)OCCCC[C@H](C)O2	2	1
CC(=O)Nc1sc(C)c(C)c1CN1CCN(Cc2ccccc2)CC1	11	-9
CCN1CCC(CNCc2cn(-c3ccc(OC)cc3)nc2-c2ccccc2Cl)C1 (configuration not stated)	5	41
CNc1nnc(-c2cc3ccccc3oc2=O)s1	3	9
CCN1CCN(C(CNS(=O)(=O)c2ccc(Cl)cc2)c2cccnc2)CC1 (configuration not stated)	4	1
Cc1ccc(NC(=O)OCc2cc(-c3ccccc3)on2)cc1	5	-5
Cc1cc(N2CCN(c3cccc(C(F)(F)F)c3)CC2)n2nc(C)nc2n1	-4	2
COc1cc(OC)c(N(C)S(=O)(=O)c2cccc(C(=O)OCC(=O)NCc3ccco3)c2)cc1Cl	12	-6
O=C(COC(=O)c1ccc2ccccc2n1)c1ccccc1	-11	6
O=c1ccc(C(F)(F)F)cn1Cc1cc(=O)n2cc(Br)ccc2n1	-13	-6

One compound at a time (already shown):
Record of CC(C)NC(=O)Nc1ccc2c(c1)C(=O)N([C@H](C)CO)C[C@H](C)[C@@H](CN(C)Cc1ccc(C(F)(F)F)cc1)OCCCC[C@H](C)O2 → TAG inh: 2; TAG inh DAPI viability: 1
Record of Cc1ccc(CNS(=O)(=O)CCNC(=O)c2ccccc2)cc1 → TAG inh: -21; TAG inh DAPI viability: 4

(further entries)
SMILES	TAG inh	TAG inh DAPI viability
Cc1ccc2cccc(NC(=O)C(F)(F)F)c2n1	4	8
COc1ccc(CNCC(O)(c2ccc(F)cc2)c2ccc(F)cc2)cc1	1	4
CCNC(=O)C1CCCN(C(=O)c2ccc(N(C)C)cc2)CC1 (configuration not stated)	-3	0
COCCCNC(=S)N1CCN(C)CC1	4	-7
COc1ccc(S(=O)(=O)n2[nH]c(=O)c(CCO)c2C)c([N+](=O)[O-])c1	0	-10
Cc1ccc(C2N=C(N)Nc3nc(=O)c4ccccc4n32)cc1 (configuration not stated)	14	5
Cc1ccc(C(=O)Nc2c3c(nn2-c2ccccc2)CS(=O)(=O)C3)cc1C	18	0
Cn1c(-c2ccccc2)c[n+]2c1CCCCC2	16	-16
COc1ccc(C)cc1NC(=O)COC(=O)C1COc2ccccc2O1 (configuration not stated)	-13	8
Cc1ccc(S(=O)(=O)NCC(c2ccccc2)N2CCN(CCC#N)CC2)cc1 (configuration not stated)	-8	-2
Cc1ccc(NC(=O)CSc2nnc([C@H](C)NC(=O)OC(C)(C)C)o2)c(C)c1	1	-12
CCN(CC(=O)Nc1cccc(C(C)=O)c1)S(=O)(=O)c1ccccc1	-6	1
COCCOC(=O)c1c(C)nc(SCC(=O)Nc2ccc(OC)cc2)c(C#N)c1-c1ccco1	-6	12
O=C(NCC1CCCO1)c1ccc(OC2CCN(C(=O)C3CC3)CC2)cc1 (configuration not stated)	-10	4
Nc1[nH]c(=S)nc2nc(-c3ccccc3)c(-c3ccccc3)nc12	0	4

Retrieved one by one from the list above (4):
SMILES	TAG inh	TAG inh DAPI viability
Nc1[nH]c(=S)nc2nc(-c3ccccc3)c(-c3ccccc3)nc12	0	4
O=C(NCC1CCCO1)c1ccc(OC2CCN(C(=O)C3CC3)CC2)cc1 (configuration not stated)	-10	4
Cc1ccc2cccc(NC(=O)C(F)(F)F)c2n1	4	8
Cc1ccc(C2N=C(N)Nc3nc(=O)c4ccccc4n32)cc1 (configuration not stated)	14	5

Following part:
SMILES	TAG inh	TAG inh DAPI viability
CN1CCN(C(c2ccccn2)c2cc(Cl)c3cccnc3c2O)CC1 (configuration not stated)	6	-2
Brc1ccc(C2=NC(Cc3ccccc3)CO2)cc1 (configuration not stated)	-14	-1
CCN(CC)C(=O)C(=O)Nc1ccc(OCc2ccccc2)cc1	13	0
O=C(CSc1nc(-c2ccccc2)cs1)Nc1cccc([N+](=O)[O-])c1	-16	21
O=C(NCCC1=CCCCC1)c1ccc(-n2cncn2)c([N+](=O)[O-])c1	3	3
O=C(O)C1CCN(Cc2cccnc2)CC1	2	-9
O=C(CSc1nnc(-c2c[nH]c3ccccc23)n1CC1CCCO1)Nc1ccc2c(c1)OCCO2 (configuration not stated)	14	1
O=C(O)C(Cc1ccccc1)N=C(NS(=O)(=O)c1ccccc1)c1ccccc1 (configuration not stated)	-5	6
CCC(NC(=O)COC(=O)C1CC2CCCC(C1)C2=O)c1ccc(Br)cc1 (configuration not stated)	-14	2
Cc1ccc(NC(=O)Cn2cnc3c(oc4nc5c(cc43)COC(C)(C)C5)c2=O)cc1	18	-6
O=c1[nH]c2ccccc2n1CCCOc1ccccc1	-8	6
COc1cccc(CNCCOCCO)c1OC	-8	0
CC(Sc1nnnn1C1CC1)C(=O)N1CC(=O)Nc2ccccc21 (configuration not stated)	3	-5
CCN1C(=O)c2ccc(C(=O)Nc3ccc4c(c3)OCO4)cc2C1=O	4	2
CCOC(=O)c1nn(-c2ccc(F)cc2)c(C)c1C(C)=O	1	-3
Cc1cc(C)cc(N=c2c([N+](=O)[O-])nn(-c3ccc(Cl)cc3)n2O)c1	31	-17
COc1cc(C(=O)NNC(=O)CCOc2ccccc2C)cc(OC)c1OC	-9	-1
C=CCc1ccccc1OCC(O)CNC(=O)c1ccccc1C(=O)O (configuration not stated)	2	-5
CC(NC(=O)CSc1nc(=O)cc(N)n1CCc1ccccc1)c1ccccc1 (configuration not stated)	6	-3
CCN(CC(=O)Nc1ccccc1C(F)(F)F)C(=O)C1CC(=O)N(Cc2ccccc2)C1 (configuration not stated)	4	-7
CC(C)COC(=O)N(C)C[C@@H]1OCc2cnnn2CCCC(=O)N([C@@H](C)CO)C[C@H]1C	-10	-3
Cc1ccc(CNC(=O)COC(=O)c2cc3c(s2)CCC(C)C3)cc1 (configuration not stated)	-10	3
Cc1ccc(NC(=S)/C(C#N)=C2/Nc3ccccc3S2)cc1	-1	5
COc1ccc(C(C(=O)NCCC(C)C)N(CCO)C(=O)c2snc(C(N)=O)c2N)cc1OC (configuration not stated)	-6	0
S=c1[nH]nc(-c2cc(-c3ccccn3)nc3ccccc23)o1	0	0
O=P(Cc1nnco1)(c1ccccc1)c1ccccc1	-10	6
Cc1ccccc1Oc1ncnc2oc(-c3ccccc3)cc12	-2	-4
C/C=C\C=C/C(=O)Nc1cccc(C2=NOC3(C2)C[C@@H](C(N)=O)N(C(=O)[C@H]2CCC(=O)N2)C3)c1 (some centres not stated)	4	4
COCCn1c(N)c(N(Cc2ccccc2)C(=O)c2ccc(C#N)cc2)c(=O)[nH]c1=O	5	-1
O=C1/C(=C/c2cccnc2)SC(=S)N1CCc1ccccc1	-21	9
C[C@@H]1CN([C@H](C)CO)C(=O)Cc2cc(NS(=O)(=O)c3ccc(Cl)cc3)ccc2O[C@H]1CN(C)Cc1ccc(C(F)(F)F)cc1	13	-7
Cc1ccc(N2C(=O)CC(Nc3ccc(Cl)c(S(=O)(=O)N(C)C)c3)C2=O)c(C)c1 (configuration not stated)	-7	9
COC(=O)C1=C(C)NC(=O)/C1=C\c1cc(C)n(-c2ccccc2)c1C	-2	4
CN1C(=O)/C(=C\c2ccc(-c3ccccc3)o2)SC1=S	4	4
CCOC(=O)c1sc(NC(=O)CNCc2cccnc2)c(C(=O)OCC)c1C	19	4

Taken from above.
Clc1ccc(-c2n[nH]c3c2CCC3)cc1Cl – TAG inh: -21
CCNC(=O)C1CCCN(C(=O)c2ccc(N(C)C)cc2)CC1 (configuration not stated) – TAG inh DAPI viability: 0
C[C@@H]1CN([C@H](C)CO)C(=O)Cc2cc(NS(=O)(=O)c3ccc(Cl)cc3)ccc2O[C@H]1CN(C)Cc1ccc(C(F)(F)F)cc1 – TAG inh DAPI viability: -7
CCN(CC(=O)Nc1ccccc1C(F)(F)F)C(=O)C1CC(=O)N(Cc2ccccc2)C1 (configuration not stated) – TAG inh: 4
